CAL PDZ FP-1 = blocks peptide binding to the human CAL PDZ domain; Q9HD26; purified CAL PDZ, TMR-peptide fluorescence polarization, 1 h; inhibition, % at 24.9 µM; actives 0.92% (n = 300,000); AID 602252;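 active = mean inhibition of at least 30% with at least half of replicates also reaching 30%; inconclusive = no clear call, values can overlap the other calls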;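 note: 0% = DMSO neutral control and 100% = excess unlabeled competitor peptide PRC23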
CAL PDZ FP-2 = inhibitors of human CAL PDZ peptide binding | actives 0.02% (n = 330,000) | AID 504414 | purified CAL PDZ, TMR-peptide fluorescence polarization, 1 h | inhibition, % at 20 µM;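 active = highest replicate inhibition of at least 40%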;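 note: plate controls were DMSO neutral control wells for no effect and unlabeled competitor peptide control wells for full effect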
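Material: tagged CAL PDZ domain; buffer or medium: 25 mM sodium phosphate pH 7.4, 150 mM NaCl, TCEP, IgG, Thesit; compound dosing: single point, 20 µM; schedule: 1 h incubation at room temperature before polarization reading; measured by: FP readout, S and P plane fluorescence; read-out basis: percent inhibition from loss of millipolarization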
Arr AP2 block = blocks beta-arrestin peptide binding to AP2 adaptin; FITC-arrestin peptide / GST-AP2 beads, flow cytometry; AP2 beta2 appendage carries R879A mutation; inhibition, % at 10 µM; actives 0.31% (n = 340,000);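 active = inhibition above a set limit, near 3 SD of compounds lacking own fluorescence, cut at about 54% in these data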;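 note: plate controls were DMSO wells for no effect and 5 µM unlabelled arrestin peptide for full effect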
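test system = AP2 appendage R879A on GSH beads | buffer or medium = PBS plus Tween 20 (0.05%) and BSA (0.1%) | incubation = 12 min plus 1 h, RT | detection = bead flow cytometry, FITC channel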
LANA DNA inh = inhibitors of KSHV LANA C-terminal domain DNA binding; MBP-C-LANA/FAM-LBS DNA binding, fluorescence polarization; inhibition, % at 9 µM; actives 0.078% (n = 340,000);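 active = highest replicate inhibition at or above 60% at 9 µM, even if other replicates fall short; inactive = all replicates below 60% inhibition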;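 note: 0% = neutral control wells and 100% = 4 µM acridine orange control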
DAGLB inhibitor = blocks human DAGLB lipase activity; Q8NCG7; HEK293T DAGLB membrane lysate, EnzChek fluorogenic substrate; inhibition, % at 5.17 µM; actives 0.059% (n = 340,000); AID 504411; in the data active = inhibition above about 34%;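 note: 0% = enzyme with vehicle and 100% = wells lacking enzyme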
RTF Ca sens inh = cardiac RTF calcium desensitization | actives 0.12% (n = 340,000) | IANBD-labeled cardiac RTF, Ca2+ fluorescence | P19429+P45379 | inhibition, % at 7.15 µM;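 active = inhibition above the mean inhibition of all tested compounds plus 3 SD, cut at about 17% in these data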;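 note: assay run at fixed EC70 calcium of 1.6 mM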
Keap1-Nrf2 PPI = Keap1-Nrf2 (human) interaction inhibition; inhibition, % at 9.4 µM; Keap1 Kelch-Nrf2 peptide fluorescence polarization, 1536-well; actives 0.15% (n = 340,000); Q14145; AID 504523; in the data active = inhibition above about 12%; inconclusive = no clear call, values can overlap the other calls; inactive = below about 7.3%;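 note: human Keap1 Kelch domain with fluorescein labeled Nrf2 9mer peptide probe; 0% = neutral control wells and 100% = peptide positive control; higher means more block of Keap1 binding to Nrf2 peptide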
Pemphigus Ab inh = human desmoglein-3 autoantibody binding inhibition. DSG3-coupled beads, scFv-anti-DSG3-GFP binding, flow cytometry; stronger effect = lower value. binding (percent of control), % at 10 µM. actives 0.48% (n = 310,000);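 active = binding more than 3 SD below its plate's average and above zero; inconclusive = below that plate limit but binding exactly zero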;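 note: hits lower antibody fragment binding to DSG3; some compounds called inactive have numbers as strong as hits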
Target sequence (P32926 whole entry, looked up, the tested form may be a part): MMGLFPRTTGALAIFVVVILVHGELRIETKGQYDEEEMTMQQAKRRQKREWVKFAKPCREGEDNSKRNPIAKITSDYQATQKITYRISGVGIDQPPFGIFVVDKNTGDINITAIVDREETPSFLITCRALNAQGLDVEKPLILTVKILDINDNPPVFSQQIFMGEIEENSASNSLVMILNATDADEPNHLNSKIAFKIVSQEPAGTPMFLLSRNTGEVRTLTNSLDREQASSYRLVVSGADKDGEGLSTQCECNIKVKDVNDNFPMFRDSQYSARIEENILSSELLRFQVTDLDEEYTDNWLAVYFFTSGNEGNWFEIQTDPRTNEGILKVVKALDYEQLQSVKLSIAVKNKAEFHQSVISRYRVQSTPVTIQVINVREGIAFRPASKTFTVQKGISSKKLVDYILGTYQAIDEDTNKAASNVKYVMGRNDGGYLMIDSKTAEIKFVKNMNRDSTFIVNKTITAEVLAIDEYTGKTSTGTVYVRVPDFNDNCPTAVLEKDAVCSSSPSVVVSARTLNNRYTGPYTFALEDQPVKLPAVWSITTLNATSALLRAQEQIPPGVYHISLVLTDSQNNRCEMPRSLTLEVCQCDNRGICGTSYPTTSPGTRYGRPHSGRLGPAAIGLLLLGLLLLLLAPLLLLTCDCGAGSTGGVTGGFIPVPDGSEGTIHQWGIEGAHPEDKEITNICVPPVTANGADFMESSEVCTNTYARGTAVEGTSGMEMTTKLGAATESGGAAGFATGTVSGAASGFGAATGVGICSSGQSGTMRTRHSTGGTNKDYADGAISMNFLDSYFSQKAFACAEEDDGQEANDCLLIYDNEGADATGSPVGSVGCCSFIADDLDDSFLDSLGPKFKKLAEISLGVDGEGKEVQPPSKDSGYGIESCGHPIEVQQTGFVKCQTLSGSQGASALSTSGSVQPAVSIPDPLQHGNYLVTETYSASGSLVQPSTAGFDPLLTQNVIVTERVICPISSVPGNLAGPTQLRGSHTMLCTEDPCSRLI
NSD2 HMT inh = blocks human histone methyltransferase NSD2. actives 0.54% (n = 310,000). inhibition, % at 12.5 µM. O96028. NSD2 peptide methylation, AlphaScreen, 120 min; in the data active = inhibition above about 50%
V-ATPase pH = alters yeast V-ATPase proton transport. S. cerevisiae, pHLuorin cytosolic pH fluorescence. response, % at 10 µM. actives 0.37% (n = 350,000); in the data active = response mostly above about 7.3%, no sharp cut-off; inactive = mostly below about 5.4%; note: actives read high; inactives centre near 0; some compounds called inactive have numbers as strong as hits; reference of the scale not given here
Active calls of the source: *; ? = inconclusive; / = not tested or not shown. These rows are one share of the data. The share of hits here may be higher or lower than overall.

Every second line gives: CAL PDZ FP-1	CAL PDZ FP-2	Arr AP2 block	LANA DNA inh	DAGLB inhibitor	RTF Ca sens inh	Keap1-Nrf2 PPI	Pemphigus Ab inh	NSD2 HMT inh	V-ATPase pH
- COc1cccc(C2C3=C(CCCC3=O)Nc3nc(-c4cc(OC)c(OC)c(OC)c4)nn32)c1 (centres undefined)
  -7	-3.5	11	0.1	-1	3	-3	108	15	2
- N#Cc1ccccc1Cn1cc(/C=N/Nc2ccc([N+](=O)[O-])cn2)c2ccccc21
  3	-3.0	0	0.5	19	-3	-6	101	0	-4
- CCOc1ccc2oc(C(=O)OCC(=O)NCC3CCCO3)c(C)c2c1 (centres undefined)
  -5	-1.8	-5	1.8	3	0	0	99	-1	6
- COc1cccc(NC(=O)n2nc(N)cc2-c2ccc(Cl)cc2)c1
  /	-1.0	5	1.7	0	-3	-2	80	/	1
- Cc1cc(C(=O)Nc2ccc(C(=O)O)cc2)c(C)o1
  0	-0.6	-9	-0.4	3	-11	-4	104	4	-2
- O=C(NCCc1cccnc1)C1CCC(=O)N(CCc2cccc(F)c2)C1 (centres undefined)
  -3	-2.0	43	-1.1	2	-6	?	102	-3	0
- CCn1ncc(CNC(=O)CCCSc2nc(-c3ccco3)cc(C(F)(F)F)n2)c1C
  -2	-1.2	5	-0.3	4	1	3	97	1	3
- Nc1ccc2c(c1)C(=O)c1ccccc1C2=O
  0	-1.5	34	-1.8	5	9	0	99	3	-7
- Cc1cc(C)n2c(=O)c3ccc(Cl)cc3nc2c1C#N
  3	-2.9	-7	3.9	-2	-15	-5	99	-5	1
- Cc1ccc(OCCC(=O)OCC(=O)Nc2ccc3c(c2)OCCO3)cc1
  /	0.0	38	-0.3	-5	-4	-2	100	0	-2
- OC(COc1cccc2ccccc12)CN1CCN(c2ccccn2)CC1 (centres undefined)
  0	-1.8	9	-1.2	-4	-1	-3	106	5	17*
- COc1ccc(/C=C2\SC(=O)N(CC(=O)Nc3cccc(C)c3)C2=O)cc1O
  -5	-0.5	12	-3.3	-1	-2	1	118	0	-3
- CCC(C)N(C(=O)COC(=O)CSc1ccc([N+](=O)[O-])cc1)C1CCS(=O)(=O)C1 (centres undefined)
  /	-0.6	-2	-0.9	-2	-1	-4	105	0	1
- Cc1nc2ccc(NC(=O)CS(=O)(=O)c3ccccc3)cc2s1
  -4	-3.7	9	-0.3	1	-3	1	106	0	0
- Cc1nn(C)c(C(=O)Nc2ccc3c(c2)OCO3)c1[N+](=O)[O-]
  -6	-2.2	6	2.4	3	-3	0	98	8	2
- CC(=O)c1cccc(NC(=O)C(C)N2CCc3ccccc3C2)c1 (centres undefined)
  -4	-2.8	15	-1.1	-6	-11	-8	102	/	6
- C#CCn1cc(/C=C2\NC(=O)NC2=O)c2ccccc21
  -3	2.1	12	0.5	1	-8	0	89	1	0
- CC1CC(=O)N(c2ccc(NCCc3ccc(O)cc3)c([N+](=O)[O-])c2)C1=O (centres undefined)
  17	0.4	14	0.0	14	-5	-3	/	6	-1
- CC1(C)C([N+](=O)[O-])C(c2ccc(F)cc2)NC(c2ccc(F)cc2)C1[N+](=O)[O-] (centres undefined)
  0	0.0	-8	9.6	-8	-3	-2	/	-2	3
- CN(NC1OC(=O)c2ccccc21)c1ccc(C(F)(F)F)cc1[N+](=O)[O-] (centres undefined)
  /	/	3	/	/	/	/	84*	-1	-2
- CCOc1cc(C(=O)Nc2ccc(C)cc2C)ccc1OCC(=O)N1CCCCC1
  -4	-0.8	27	-2.3	-2	8	2	98	2	-6
- CC1CCCCC1NC(=O)COC(=O)/C=C/c1ccco1 (centres undefined)
  -1	-0.6	-4	1.7	0	0	-8	/	0	-1
- CCCCCOc1ccc(C(=O)NCCC(=O)NCCCC(=O)OCC)cc1
  1	0.2	1	-0.2	2	-4	-3	/	-4	-1
- CC(C)(C)C(=O)Nc1ccc(C(=O)CSc2nnc(C3CC3)n2C2CC2)cc1
  -4	-0.2	25	2.0	-3	2	4	99	-2	0
- CCC(NC(=O)c1ccc([N+](=O)[O-])cc1[N+](=O)[O-])c1ccccc1 (centres undefined)
  6	/	-1	-4.5	1	4	?	81	-2	-7
- CC1Cc2ccccc2N1C(=O)CSc1nnc(C2CC2)n1C (centres undefined)
  1	-1.3	11	0.3	-1	-7	-4	101	0	-1
- Cc1ccc(S(=O)(=O)Cn2cnnn2)cc1
  /	-0.8	-16	0.1	-1	-3	2	105	2	1
- COc1ccc2cc(OCC(=O)NNC(=O)Nc3ccc(C(C)=O)cc3)ccc2c1
  -4	-7.4	4	-0.5	0	0	-2	103	2	4
- CC(C)[C@H](NC(N)=O)C(=O)NNC(=O)COc1cccc(C(F)(F)F)c1
  /	-0.8	-9	0.9	-3	0	-2	99	/	-1
- COc1cc2c(cc1OC)C(C(=O)NCCN(C)C)C(c1cccs1)N(C)C2=O (centres undefined)
  -3	0.2	-17	1.0	2	-1	-3	101	-3	-2

Every second line gives: CAL PDZ FP-1	CAL PDZ FP-2	Arr AP2 block	LANA DNA inh	DAGLB inhibitor	RTF Ca sens inh	Keap1-Nrf2 PPI	Pemphigus Ab inh	NSD2 HMT inh	V-ATPase pH
- CCOc1ccc(N2CC(C(=O)NCc3ccc(C)n3C)CC2=O)cc1 (centres undefined)
  2	-0.7	13	-0.2	3	-11	3	94	0	3
- CCOc1cc(C2Nc3ccccc3NC3=C2C(=O)CC(C)(C)C3)ccc1O (centres undefined)
  2	-1.0	54	1.5	0	-3	-2	95	3	-3
- CCC(=O)N(C)CCc1cc2c(c(OC)c1/C=N/Nc1ccc(C(=O)O)cc1)OCO2
  -8	-2.5	5	0.0	0	-1	-1	92	3	1
- CC(NC(=O)c1ccccc1F)c1nnc(SCc2nc3ccccc3c(=O)[nH]2)n1C (centres undefined)
  1	0.1	-18	1.0	0	-3	-6	102	-3	0
- N#C/C(=C\c1ccccc1C(=O)O)c1nc2ccccc2[nH]1
  0	-1.7	-2	-1.8	-5	-6	-9	127	-3	1
- COc1ccccc1/C=C\C=N\NC(=O)CCn1nnc2ccccc21
  -3	-1.8	25	-4.0	-3	7	0	89	-1	-1
- CCOC(=O)[C@H]1[C@H]2COc3ccc(Br)cc3[C@@H]2N2C(=O)CN(C)C(=O)[C@@]12C
  1	-1.0	10	0.2	-4	2	-3	107	/	2
- CCC(C)Sc1ccc([C@H]2N[C@@](CC(C)C)(C(=O)OC)[C@H]3C(=O)N(C)C(=O)[C@@H]23)cc1 (some centres undefined)
  -3	-1.9	-9	0.3	-3	-11	-4	101	/	-4
- O=C(NC(=S)Nc1ccccn1)c1ccco1
  -2	-0.5	26	-4.3	-2	6	-2	108	3	-3
- COc1cc(C#N)ccc1OCC(=O)Nc1cccc(S(=O)(=O)N(C)c2ccccc2)c1
  /	/	/	/	-2	/	/	108	-4	1
- COc1ccc(C(=O)NNC2=CC(=O)CC(C)(C)C2)cc1OC
  1	0.3	5	3.2	2	-13	-3	105	-1	-6
- COc1ccccc1N1CCN(S(=O)(=O)c2ccc(-n3cnnn3)c(C)c2)CC1
  -2	-0.1	-19	2.0	0	2	3	96	1	-3
- O=c1oc2ccc3ccccc3c2cc1-c1nnc(-c2cccs2)o1
  0	-1.3	0	1.5	0	-7	-2	92	2	3
- CC1(C)CC(=O)/C(=C(\O)c2ccccc2)C(=NCCO)C1
  -6	0.1	8	1.2	3	-11	-2	97	-3	1
- COc1ccc(NS(=O)(=O)c2ccc3c(c2)NC(=O)CO3)cc1
  6	-0.1	29	0.3	2	0	1	92	2	2
- COc1cc(CNC23CC4CC(CC(C4)C2)C3)ccc1OCc1ccccc1
  -1	-1.9	-2	-0.3	1	-16	-2	103	2	2
- CC(=O)Nc1sc2c(c1C(N)=O)CCN(Cc1ccccc1)C2
  1	-2.3	23	1.2	1	-9	-1	107	4	0
- COc1cc(C(=O)NCCC(=O)NC2CCC(C)CC2)cc(OC)c1OC (centres undefined)
  0	-1.2	5	-0.4	-2	8	-5	98	-4	3
- Cc1ccc(-c2nn(CCC(=O)NN3CCOCC3)c(=O)c3ccccc23)cc1
  /	/	7	/	/	/	/	107	1	-1
- Cc1cc2c(=O)n(CC(=O)NCC(=O)N3CCN(Cc4ccccc4)CC3)cnc2s1
  -6	0.5	-3	0.9	-1	-1	-4	/	0	0
- CC1(C)Cc2c(c(N3CCOCC3)nc3sc4c(NCC5CCCO5)nnnc4c23)CS1 (centres undefined)
  -1	-1.6	-3	0.4	1	-2	-5	/	4	-1
- N#CCSc1nc2c(c(=O)n1Cc1ccccc1)C1(CCCC1)Cc1ccccc1-2
  -2	-1.0	-2	-1.6	-22	5	-2	103	-3	4
- CCOc1ccc(N2CC(C(=O)NCCCN3CCOCC3)CC2=O)cc1 (centres undefined)
  -4	-1.3	26	-1.3	2	-16	-1	/	-7	3

An excerpt from above in order of molecular weight, largest number first:
Every second line gives: CAL PDZ FP-1	CAL PDZ FP-2	Arr AP2 block	LANA DNA inh	DAGLB inhibitor	RTF Ca sens inh	Keap1-Nrf2 PPI	Pemphigus Ab inh	NSD2 HMT inh	V-ATPase pH
- COc1cccc(C2C3=C(CCCC3=O)Nc3nc(-c4cc(OC)c(OC)c(OC)c4)nn32)c1 (centres undefined)
  -7	-3.5	11	0.1	-1	3	-3	108	15	2
- N#CCSc1nc2c(c(=O)n1Cc1ccccc1)C1(CCCC1)Cc1ccccc1-2
  -2	-1.0	-2	-1.6	-22	5	-2	103	-3	4
- CCOc1cc(C(=O)Nc2ccc(C)cc2C)ccc1OCC(=O)N1CCCCC1
  -4	-0.8	27	-2.3	-2	8	2	98	2	-6
- COc1ccc(/C=C2\SC(=O)N(CC(=O)Nc3cccc(C)c3)C2=O)cc1O
  -5	-0.5	12	-3.3	-1	-2	1	118	0	-3
- COc1cc(CNC23CC4CC(CC(C4)C2)C3)ccc1OCc1ccccc1
  -1	-1.9	-2	-0.3	1	-16	-2	103	2	2
- CCOc1ccc(N2CC(C(=O)NCc3ccc(C)n3C)CC2=O)cc1 (centres undefined)
  2	-0.7	13	-0.2	3	-11	3	94	0	3
- COc1cccc(NC(=O)n2nc(N)cc2-c2ccc(Cl)cc2)c1
  /	-1.0	5	1.7	0	-3	-2	80	/	1
- COc1ccc(NS(=O)(=O)c2ccc3c(c2)NC(=O)CO3)cc1
  6	-0.1	29	0.3	2	0	1	92	2	2
- Cc1nn(C)c(C(=O)Nc2ccc3c(c2)OCO3)c1[N+](=O)[O-]
  -6	-2.2	6	2.4	3	-3	0	98	8	2
